# Compound activity as filed in PubChem.
# GAA glycogen mod: GAA glycogen-cleavage inhibition or activation; recombinant GAA, glycogen substrate, Amplex Red glucose oxidase fluorescence; Potency, µM (top dose mostly 76.4 µM), without a hit: top-dose activity change, negative = inhibition, most hits filed as inhibitors; AID 2100; 300,000 compounds, 0.38% hits; active means well fitted inhibition curve with a large enough effect; inconclusive means small, poorly fitted or top-dose-only effect, or another doubt; inactive means no such curve, though single readings can be large or run the other way;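 further: 0% = full enzyme reaction and -100% = no-enzyme basal signal; the screen sought inhibitors and activators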
#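 Recombinant human alpha-glucosidase (4 nM final) hydrolysed bovine liver glycogen (30 ug) for 40 min at 37 C in pH 5.0 citrate/phosphate with 0.01% Tween-20. Released glucose detected by glucose oxidase/Amplex Red, Ex 573/Em 610 nm. Compounds up to 77 uM; AC50 from Hill fits.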
# The depositor's hits bear a star; ? = inconclusive; [ ] = another dose, or the depositor's remark. Potency means the concentration at half of the fitted maximal effect. Not all compounds are listed; rates above refer to the full screens.
SMILES,GAA glycogen mod
COc1cc(C(=O)Oc2cccc(/C=N/NC(=O)c3cc(C)[nH]n3)c2)cc(OC)c1OC,-5%[76.3 µM]
O=C1CCC(C(=O)N2CCCCO2)CN1Cc1cccc(C(F)(F)F)c1 (centres undefined),-2%[76.3 µM]
Cc1cc(Cl)ccc1NC(=O)CN1C(=O)CSc2ccc(S(=O)(=O)N3CCOCC3)cc21,-4%[76.3 µM]
COc1ccc(Cl)cc1NC(=O)C/C(C)=N/NC(=O)c1ccccc1Cl,15%[76.3 µM]
CCOc1ccccc1NC(=O)N1CCCN(c2ncccc2C#N)CC1,1%
COc1cc(C(=O)NCCOc2ccccc2)cc(OC)c1OC,2%
O=C(Nc1nccs1)c1ccc(Cl)c([N+](=O)[O-])c1,-2%[76.3 µM]
O=C(CNC(=O)c1ccccc1Cl)c1ccccc1,-9%[76.3 µM]
O=C(NCc1ccccc1)c1cccnc1Sc1ccccc1,0%
COc1ccccc1-n1c(SCC(=O)O)nc2c(sc(=S)n2-c2ccc(Cl)c(C)c2)c1=O,-5%
COc1ccc(S(=O)(=O)N(CC(=O)NN=C2CCN(C)CC2)c2cc(Cl)ccc2OC)cc1OC,-5%[76.3 µM]
COc1ccc(-n2c(SCC(=O)Nc3ccc(NC(C)=O)cc3)nc3ccccc3c2=O)cc1,2%
Cn1nc(C(C)(C)C)cc1C(=O)NCc1ccc2c(c1)OCO2,-7%[76.3 µM]
COCC1CCCCN1C(=O)c1ccc(OC)c(OC2CCN(C(C)C)CC2)c1 (centres undefined),-11%[76.3 µM]
COc1cc(NC(=O)CN2C(=O)COc3ccc(S(=O)(=O)N4CCCC4)cc32)cc(OC)c1,-12%[76.3 µM]
CCN1C(=NCCc2ccccn2)N[C@@H](c2cccc(C(F)(F)F)c2)C(C(=O)OC)=C1C,17%[76.3 µM]
COc1ccc(S(=O)(=O)N2CCC(C(=O)O)(c3ccccc3)CC2)cc1,-8%[76.3 µM]
Cc1ccccc1-c1nc(C(=O)NCC2CCCO2)cc2c1[nH]c1ccccc12 (centres undefined),-8%[76.3 µM]
CN(C)C(=O)COc1ccc2c3c(c(=O)oc2c1)CCCC3,19%[76.3 µM]
CCOC(=O)C1CCN(Cc2nnc(-c3ccccc3C)o2)CC1,1%
CC(=O)c1ccc(OCc2cc(C(=O)N(C)C3CCOC3)no2)cc1 (centres undefined),4%[76.3 µM]
CC(C)(CNC(=O)c1cc(Cl)c(O)c(Cl)c1)N1CCCCC1,-4%
Cc1ccccc1N1CCN(C2CCCN(C(=O)c3cn4cccc(C)c4n3)C2)CC1 (centres undefined),-7%[76.3 µM]
CC(Oc1ccc(F)cc1F)C(=O)NNC(=S)NCC1CCCO1 (centres undefined),-1%[76.3 µM]
Cc1c(NC(=S)NC(=O)c2cccc([N+](=O)[O-])c2)c(=O)n(-c2ccccc2)n1C,-12%[76.3 µM]
Cc1ccc(C(=O)O/N=C(\N)c2ccc(C(F)(F)F)cn2)cc1,-2%
CC(C)C(=O)Nc1cccc(C(=O)Nc2ccc(S(=O)(=O)Nc3nccs3)cc2)c1,1%
CCOc1ccc(NC(=O)c2cc(=O)[nH]c3ccccc23)cc1,-6%[76.3 µM]
Cc1ccc2cccc(NS(=O)(=O)c3ccccc3)c2n1,3%[76.3 µM]
Cc1cccc(C2NC(c3cccc(C)c3)C(C)C(=O)C2C)c1 (centres undefined),2%
Cc1cc([N+](=O)[O-])ccc1NC(=O)c1csc(C)c1C,-11%[76.3 µM]
C=CCN1C(=O)C(CC(=O)NCC)SC1=Nc1cc(Cl)ccc1Cl (centres undefined),4%[76.3 µM]
O=S(=O)(c1ccc(Cl)cc1)c1cc(O)ccc1O,-2%[76.3 µM]
CCCc1nnc(SCC(=O)Nc2cccc(C(F)(F)F)c2)o1,0%[76.3 µM]
CC(C)c1ccc(C(=O)NCCCNC(=O)c2cnccn2)cc1,5%[76.3 µM]
CC(C)C(=O)Nc1cccc(NC(=S)NC(=O)c2cccs2)c1,-16%[76.3 µM]
CC1Cc2cc(/C(O)=C3/C(=O)C(=O)N(CCCN4CCOCC4)C3c3ccc(C(C)C)cc3)ccc2O1 (centres undefined),-4%[76.3 µM]
CC(=O)N1c2ccc(S(=O)(=O)NCCC(=O)NCCc3cccc(C)c3)cc2CC1C (centres undefined),-14%[76.3 µM]
COc1ccccc1C1Nc2ccccc2NC2=C1C(=O)CC(C)(C)C2 (centres undefined),-10%[76.3 µM]
Cc1nn(CC(=O)N(C)Cc2ccccc2)c(=O)c2cccn12,-1%[76.3 µM]
Cc1ccc(CN2C(=O)C(=O)N(CC(N)=O)C2=O)cc1,6%
Cc1ccc(C(=O)NCC(=O)N2CCN(c3ccccc3)CC2)cc1,-2%[76.3 µM]
COCCn1c(SCC(=O)N2CCOCC2)nc2c(c1=O)SCC2,3%[76.3 µM]
Cc1ccc(Cl)cc1NC(=O)CCS(=O)(=O)c1cccc2nonc12,7%[76.3 µM]
Cc1ccccc1C(=O)Nc1ccnn1C1CCN(Cc2ccncc2)CC1,2%[76.3 µM]
CCCCNC(=O)N1CCC(CCC(=O)N(C)Cc2ccccc2)CC1,10%[76.3 µM]
CC(CCc1ccco1)NC(=O)CCc1nnc2ccc(NCc3ccccc3Cl)nn12 (centres undefined),-12%[76.3 µM]
c1cc(-c2cn(C[C@H]3CC[C@@H]([C@@H]4CC[C@H](Cn5cc(-c6ccsc6)nn5)O4)O3)nn2)cs1,0%[76.3 µM]
CC(C)C1Oc2ccccc2C(=O)N(CC(=O)c2ccc3c(c2)OCCO3)C1=O (centres undefined),-13%[76.3 µM]
Cc1ccc(S(=O)(=O)c2nc(S(C)(=O)=O)sc2N2CCC(O)CC2)cc1,-3%[76.3 µM]
CCN1CCN(Cc2nnc(-c3ccccc3)o2)CC1,-2%
CC(C)(C)NC(=O)CN(Cc1ccco1)C(=O)CCC(=O)Nc1nccs1,2%[76.3 µM]
CC(C)(C)CC(=O)Nc1ccc(-c2cn3cccnc3n2)cc1,2%
CCOc1ccc(N(CC(=O)Nc2ccccc2C(=O)N2CCCC2)S(C)(=O)=O)cc1,-1%[76.3 µM]
Cc1ccn2c(CNCc3cnn(C)c3)c(C(=O)N3CCCCCC3)nc2c1,-3%[76.3 µM]
COc1cc(COc2ccc3c(C)c(CCC(=O)O)c(=O)oc3c2)cc(OC)c1OC,-2%
CC(=O)c1ccc(-n2c(CCC(=O)O)ccc2-c2ccc(Cl)cc2)cc1,-8%
CCOC(=O)C1CCN(C(=O)c2cc3cc4ccc(OC)cc4nc3o2)CC1,-8%[76.3 µM]
NC(=O)CSc1nc2c(sc(=S)n2-c2ccccc2)c(=O)[nH]1,1%
O=C(Nc1ccc2oc(-c3ccccc3F)nc2c1)c1ccc([N+](=O)[O-])o1,-7%
# (listing goes on)
SMILES,GAA glycogen mod
COc1cccc(NC(=O)CSc2nc3ncc(Br)cc3[nH]2)c1,-5%[76.3 µM]
Cc1ccsc1CNC1CCCCC1,5%[76.3 µM]
CCCCN1CC(=O)N2[C@H](c3ccc(Cl)cc3)[C@@H]3C(=O)N(CC)C(=O)[C@@H]3[C@]2(Cc2ccccc2)C1=O,0%[76.3 µM]
O=C(Nc1ccccn1)Nc1ccccc1Cl,-3%[76.3 µM]
Cc1ccc(C(C)C)c(OCCNC(=O)c2ccccc2O)c1,0%[76.3 µM]
Cc1nn(CCCC(=O)NCc2ccccc2)c(=O)c2nccn12,0%[76.3 µM]
COc1ccc(-n2c(=S)[nH]c3ccccc3c2=S)cc1,4%
CCCCN(C)C(=O)c1cccc(OC2CCN(CC(C)(C)C)CC2)c1,-18%[76.3 µM]
Cc1nn2c(=O)cc(COC(=O)c3ccc(NC(=O)C(C)(C)C)cc3)nc2s1,-7%[76.3 µM]
Cc1ccc(C)c(NC(=O)CSc2nnc(CNC(=O)c3ccco3)o2)c1,3%[76.3 µM]
Cc1cc(C)n(-c2ccc(NC(=O)C3CCCCN3C(=O)c3ccoc3C)cc2)n1 (centres undefined),-3%[76.3 µM]
CCOc1ccc(N(CC(=O)NCc2ccc(OC)cc2)C(=O)CCC(=O)Nc2nccs2)cc1,0%
O=C(N/N=C/c1cccc(O)c1)c1cc(C2CC2)nc2ccccc12,-9%
Cc1ccc(Cn2c(=O)n(C)c(=O)c3sccc32)cc1,7%[76.3 µM]
O=C(c1ccc(CS(=O)Cc2ccc(Cl)cc2)o1)N1CCN(c2ccccc2F)CC1 (centres undefined),6%[76.3 µM]
COc1ccc(-c2nn(-c3ccccc3)cc2/C=N/O)cc1,-1%
CC(=O)Nc1ccc(C2Nc3cc(C)c(C)cc3NC3=C2C(=O)CC(C)(C)C3)cc1 (centres undefined),?
Cc1cc(C)c(C#N)c(SCc2ccc(C(=O)O)cc2)n1,-9%[76.3 µM]
CC(C)(CNc1ccc([N+](=O)[O-])cc1Cl)N1CCOCC1,5%[76.3 µM]
C#CCOc1ccc(/C=C2/C(=O)ON=C2C)cc1OCC,1%
CCN(CC)C(=O)c1ccccc1NS(=O)(=O)c1cccs1,-2%[76.3 µM]
CC(=O)Nc1ccc(S(=O)(=O)N2CCN(C(=O)c3ncoc3-c3ccccc3C)CC2)cc1,3%
CCOc1ccc(NC(=O)CSc2nnc(Cc3csc(C)n3)o2)cc1,-7%[76.3 µM]
CCC(C(=O)NCc1ccco1)N(C(=O)CNS(=O)(=O)c1ccccc1)c1ccc(F)cc1 (centres undefined),?
CC(=O)Nc1ccc(OC(=O)N2CCCC2)cc1,-12%[76.3 µM]
O=C(CSc1nc2ccccc2c(=O)[nH]1)N1CCN(c2ccccc2F)CC1,-1%[76.3 µM]
COc1ccc(NC(=O)c2cc(-c3ccc(C)c(C)c3O)n[nH]2)cc1Cl,6%
CCCCCCn1cc(C(=O)O)c(=O)c2cc(F)c(N3CCCCC3)cc21,-3%[76.3 µM]
O=C1c2ccccc2C(=O)N1C1CCCCC1,4%[76.3 µM]
CCOc1nc2cnccc2n(CC(=O)Nc2c(C)cccc2CC)c1=O,3%[76.3 µM]
O=C(NCC1CCCO1)c1cn(-c2ccccc2)nc1-c1ccc(F)cc1 (centres undefined),2%[76.3 µM]
COc1ccc(C(=O)NCCN2CCN(C(=O)c3ccc(OC)c(OC)c3)CC2)cc1OC,-4%[76.3 µM]
COc1ccccc1CN1CC(C(=O)NCc2cc(F)cc(C(F)(F)F)c2)CCC1=O (centres undefined),-7%[76.3 µM]
O=C(NC1CC2CCCC(C1)N2C(=S)Nc1ccc(Cl)cc1)C1CC1 (centres undefined),1%[76.3 µM]
COc1cc(NC(=O)NC2Cc3ccccc3C2)cc(OC)c1,2%
O=C1CCCCN1CC(=O)N1CCCC(N2CCN(c3ccccc3F)CC2)C1 (centres undefined),5%[76.3 µM]
Cc1ccc2c(c1)N(C(=O)CCC(=O)NCc1cccc(Cl)c1)CC(C)O2 (centres undefined),-6%[76.3 µM]
Cc1ccccc1C(=O)N1CCC(C(=O)NC2CCCC2)CC1,-2%
CCOC(=O)C1CCN(CC(C)(C)NS(=O)(=O)c2ccc(Cl)cc2)CC1,-5%
COc1ccc(OCc2cc(C(=O)N3CCCC(O)C3)no2)c2ccccc12 (centres undefined),-5%[76.3 µM]
C/C(CC(=O)Nc1cccc2c1CCCC2)=N\NC(=O)Cc1ccccc1,-8%
COc1ccc(Cl)cc1S(=O)(=O)N1CCCC(C(=O)NCc2ccncc2)C1 (centres undefined),-2%[76.3 µM]
CCOCCn1c(=O)c2c(nc3n2CCCN3Cc2ccccc2)n(C)c1=O,-2%
Cc1cccc(NC(=O)C2CCN(S(=O)(=O)c3ccc4c(c3)C(C)(C)C(=O)N4C)CC2)c1C,9%[76.3 µM]
CC(=O)COc1c(-c2ccco2)oc2ccccc2c1=O,-2%[76.3 µM]
COc1ccc(CCNC(=O)C(=O)NCC2OCCN2S(=O)(=O)c2ccccc2)cc1 (centres undefined),-3%[76.3 µM]
CC(C)[C@@H](C(=O)N[C@@H](C(=O)O)c1ccccc1)N1C(=O)N2CCc3c([nH]c4ccccc34)[C@@]2(C)C1=O,-5%[76.3 µM]
COCC(COS(N)(=O)=O)Cc1ccccc1 (centres undefined),15%[76.3 µM]

# Quoted from the listing:
# Result for CCOC(=O)C1CCN(CC(C)(C)NS(=O)(=O)c2ccc(Cl)cc2)CC1 under GAA glycogen mod: -5%
# Result for Cc1cccc(NC(=O)C2CCN(S(=O)(=O)c3ccc4c(c3)C(C)(C)C(=O)N4C)CC2)c1C under GAA glycogen mod: 9%[76.3 µM]

# Ordered by molar mass (low to high): part of the list above.
SMILES,GAA glycogen mod
O=C(Nc1nccs1)c1ccc(Cl)c([N+](=O)[O-])c1,-2%[76.3 µM]
CCOC(=O)C1CCN(Cc2nnc(-c3ccccc3C)o2)CC1,1%
Cc1ccc(C(=O)NCC(=O)N2CCN(c3ccccc3)CC2)cc1,-2%[76.3 µM]
CC(=O)c1ccc(-n2c(CCC(=O)O)ccc2-c2ccc(Cl)cc2)cc1,-8%
Cc1ccn2c(CNCc3cnn(C)c3)c(C(=O)N3CCCCCC3)nc2c1,-3%[76.3 µM]
CCOCCn1c(=O)c2c(nc3n2CCCN3Cc2ccccc2)n(C)c1=O,-2%
CC(=O)Nc1ccc(C2Nc3cc(C)c(C)cc3NC3=C2C(=O)CC(C)(C)C3)cc1 (centres undefined),?

# Next part
SMILES,GAA glycogen mod
COc1ccc2c3c(c(=O)oc2c1)C1O[C@](c2ccsc2)(Cc2cc(C#N)ccc21)O3,14%[15.3 µM]
O=C(CN1CCOCC1)NCCc1ccccc1,-4%[76.3 µM]
CC1CC(C)CN(CCCNC(=O)c2ccc(N3CCCC3=O)cc2)C1 (centres undefined),2%[76.3 µM]
Cc1c(C)c2c(OCC(=O)N[C@@H](CC(C)C)C(=O)O)cc3c(c2oc1=O)CCC(C)(C)O3,-16%
CC(C)(C)c1ccc(OCC(=O)NCCN2CCOCC2)cc1,-12%
CCCN1CCC(NC(=O)Cc2ccccc2C)CC1,3%[76.3 µM]
